HCV core inhibition: blockers of core106 self-association – biochemical, TR-FRET, triplicate, confirmation (AID 2152). TR-FRET GST-/Flag-core106 dimerization, HTRF; hits give high values. inhibition, % at 5 µM. actives 1% (n = 2,300);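 active means mean inhibition over three replicate wells above the hit threshold derived in the earlier primary screen, cut at about 45% in these data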;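 further: 0% = DMSO wells and 100% = unlabelled core106 competitor control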
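Test system: GST- and Flag-tagged HCV core106 peptides, dimerization via antibody TR-FRET | Medium: HEPES/KF buffer, pH 7.45 | Also added: Eu(K)-anti-GST plus XL665-anti-FLAG antibodies | Times: 4 h incubation, 22.5 °C | Signal: TR-FRET, excitation 340 nm, emission 671 and 617 nm | Evaluation: Percent inhibition from emission ratio | Replication: Triplicate wells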
The depositor's hits bear a star. These rows are one share of the data. The share of hits here may be higher or lower than overall.

SMILES	HCV core inhibition
C=CCOC(=O)C1=C(C)NC(SCC(=O)OCC)=C(C#N)C1c1ccc(C)cc1 (stereo unspecified)	-6
O=C1/C(=C/c2cccs2)CCC/C1=C\c1cccs1	-5
C=CCn1c(CSc2ccccc2[N+](=O)[O-])n[nH]c1=S	19
COc1cccc(NC(=S)Nc2cc(C)cc(C)n2)c1	73*
CNc1ccc(Br)cc(C(=O)/C=C/c2ccc(Cl)cc2Cl)c1=O	-8
O=c1cc(CSc2nnnn2-c2ccccc2)nc2scc(-c3ccccc3)n12	4
COc1ccc2c(c1)OCC1=C2CCC2(C)C(=O)CC=C12 (stereo unspecified)	-3
Cc1ccc(-n2cccc2/C=C2/C(=N)N3C(=NC2=O)SN=C3S(C)(=O)=O)cc1Cl	-2
NS(=O)(=O)c1ccc(CNC(=O)c2cc(-c3ccccn3)nc3ccc(Cl)cc23)cc1	22
N#Cc1ccsc1NC(=O)COC(=O)c1cc(Br)ccc1O	9
Cc1nc(C)c(C(=O)Nc2nc3c(C)cccc3s2)o1	13
O=C1C2N=NN(CC(=O)N3N=C(c4ccccc4)CC3c3ccc([N+](=O)[O-])cc3)C2C(=O)N1c1ccccc1 (stereo unspecified)	5
CCN(CC)C(=O)CSc1ncnc2c(-c3cccs3)nsc12	-7
O=C(O)c1cc2cc(Cl)cc(Cl)c2oc1=O	-4
Cc1ccc(C)c(N2CCN(C(=O)c3ccc4nc(-c5ccco5)c(-c5ccco5)nc4c3)CC2)c1	-7
COC(=O)c1cc2c(C)cc3ccc(C)cn3c-2c1C(=O)OC	14
O=C(Cn1c(=O)c2c(ncn2C2CCCC2)n(Cc2ccccc2)c1=O)N1CCc2ccccc21	6
Clc1cccc(Cl)c1C1Nc2cccc3cccc(c23)N1	-6
O=C(CN(c1ccc(Cl)c(C(F)(F)F)c1)S(=O)(=O)c1ccccc1)N/N=C/c1cccc2c1OCCO2	-4
COc1ccc2c(c1)OC[C@H]1[C@H]2N2C(=O)c3cc(OC)c(OC)cc3NC(=O)[C@@]2(C)[C@H]1c1ccccc1	3
O=C(CN1C(=O)/C(=C/c2cccc(Br)c2)SC1=S)NC1=NCCS1	14
O=C(NCc1ccc2c(c1)OCO2)c1cc2c(s1)CS(=O)(=O)C2	-3
COc1ccc(C(=O)N/N=C(\C)c2ccc3c(c2)C2C=CCC2C(c2ccccc2)N3)cc1 (stereo unspecified)	1
CC(C)Sc1nc(NCc2ccco2)c2c3c(sc2n1)COC(C)(C)C3	1
C=CCn1c(C)cc(C(=O)Cn2ncc(Cl)c(Cl)c2=O)c1C	7
Cc1ccc(NC(=O)c2ccc(N/N=C/c3cccc(O)c3)c([N+](=O)[O-])c2)cc1	-4
Cc1[nH]c2c(C)cccc2c1CCNC(=O)c1ccc2c(c1[N+](=O)[O-])C(=O)c1ccccc1C2=O	6
Nc1nonc1-c1nc2ccccc2n1CC(=O)N/N=C\c1ccc(-c2ccc(Cl)cc2)o1	20
CCOc1ccc(C(=O)Nc2nc(C)c(C(=O)OC)s2)cc1	-15
CC1=Nc2nc(N3CCCCC3)c(C#N)c3c4c(nc(c23)N1)N(c1ccc(C(C)C)cc1)C(=O)C4	7

Marked active in HCV core inhibition, among the entries above:
SMILES	HCV core inhibition
COc1cccc(NC(=S)Nc2cc(C)cc(C)n2)c1	73*

For convenience, 21 of the compounds above.
SMILES	HCV core inhibition
N#Cc1ccsc1NC(=O)COC(=O)c1cc(Br)ccc1O	9
Cc1nc(C)c(C(=O)Nc2nc3c(C)cccc3s2)o1	13
O=C1C2N=NN(CC(=O)N3N=C(c4ccccc4)CC3c3ccc([N+](=O)[O-])cc3)C2C(=O)N1c1ccccc1 (stereo unspecified)	5
CCN(CC)C(=O)CSc1ncnc2c(-c3cccs3)nsc12	-7
O=C(O)c1cc2cc(Cl)cc(Cl)c2oc1=O	-4
Cc1ccc(C)c(N2CCN(C(=O)c3ccc4nc(-c5ccco5)c(-c5ccco5)nc4c3)CC2)c1	-7
COC(=O)c1cc2c(C)cc3ccc(C)cn3c-2c1C(=O)OC	14
O=C(Cn1c(=O)c2c(ncn2C2CCCC2)n(Cc2ccccc2)c1=O)N1CCc2ccccc21	6
Clc1cccc(Cl)c1C1Nc2cccc3cccc(c23)N1	-6
O=C(CN(c1ccc(Cl)c(C(F)(F)F)c1)S(=O)(=O)c1ccccc1)N/N=C/c1cccc2c1OCCO2	-4
COc1ccc2c(c1)OC[C@H]1[C@H]2N2C(=O)c3cc(OC)c(OC)cc3NC(=O)[C@@]2(C)[C@H]1c1ccccc1	3
O=C(CN1C(=O)/C(=C/c2cccc(Br)c2)SC1=S)NC1=NCCS1	14
O=C(NCc1ccc2c(c1)OCO2)c1cc2c(s1)CS(=O)(=O)C2	-3
COc1ccc(C(=O)N/N=C(\C)c2ccc3c(c2)C2C=CCC2C(c2ccccc2)N3)cc1 (stereo unspecified)	1
CC(C)Sc1nc(NCc2ccco2)c2c3c(sc2n1)COC(C)(C)C3	1
C=CCn1c(C)cc(C(=O)Cn2ncc(Cl)c(Cl)c2=O)c1C	7
Cc1ccc(NC(=O)c2ccc(N/N=C/c3cccc(O)c3)c([N+](=O)[O-])c2)cc1	-4
Cc1[nH]c2c(C)cccc2c1CCNC(=O)c1ccc2c(c1[N+](=O)[O-])C(=O)c1ccccc1C2=O	6
Nc1nonc1-c1nc2ccccc2n1CC(=O)N/N=C\c1ccc(-c2ccc(Cl)cc2)o1	20
CCOc1ccc(C(=O)Nc2nc(C)c(C(=O)OC)s2)cc1	-15
CC1=Nc2nc(N3CCCCC3)c(C#N)c3c4c(nc(c23)N1)N(c1ccc(C(C)C)cc1)C(=O)C4	7

In a second layout: results already given.
molecule,HCV core inhibition
Cc1ccc(NC(=O)c2ccc(N/N=C/c3cccc(O)c3)c([N+](=O)[O-])c2)cc1,-4
CCOc1ccc(C(=O)Nc2nc(C)c(C(=O)OC)s2)cc1,-15

(list continues)
SMILES	HCV core inhibition
COCCCN(C(=O)c1cc2c(s1)CCC2)c1c(N)n(Cc2ccccc2)c(=O)[nH]c1=O	-4
O=C(N/N=C/c1ccc(O)c(O)c1O)/C(=C/c1ccc([N+](=O)[O-])cc1)NC(=O)c1ccccc1	-9
O=C(COC(=O)COc1ccc(Nc2ccccc2)cc1)NCc1ccco1	-8
Cc1ccc2occ(C3N[C@H](C(=O)O)CS3)c(=O)c2c1 (stereo partly specified)	-2
CCOc1ccc(S(=O)(=O)Nc2ccc3c(c2)c2c(n3S(=O)(=O)c3ccc(OCC)cc3)CCCC2=O)cc1	0
CC(=O)Oc1ccc(C(=O)[C@H]2[C@H]3C(=O)N(c4ccc(C)cc4C)C(=O)[C@H]3[C@@H]3C=CC=NN32)cc1	3
COc1ccccc1COC(=O)N/C=C/c1ccco1	-6
COc1ccc2cc3c(N)nn(C(=O)c4cccc([N+](=O)[O-])c4)c3nc2c1	5
Cn1c2ccccc2c2cc(/C=N/NC(=O)c3cc(O)ccc3O)ccc21	-8
CCOC(=O)/C=C1\SCC(=O)N1Cc1nnc(-c2ccccc2Br)o1	1
COc1ccc(Cl)cc1C(=O)NC(=S)Nc1cc(-c2nc3ccccc3[nH]2)ccc1C	-9
COc1ccc2[nH]c(C(=O)Nc3ccc(C)c(F)c3)cc2c1	-5
S=c1nc[nH]c2c1sc1nc(N3CCOCC3)c3c(c12)CCCC3	31
O=c1cc(CSc2n[nH]c(-c3ccncc3)n2)nc2sccn12	-3
CSc1ccc(CCNC(=O)CSc2ccsc2[N+](=O)[O-])cc1	-1
Cc1ccc(OCC(=O)c2cc(C)c(C)cc2C)c([N+](=O)[O-])n1	-10
CCOC(=O)c1ccc(NC(=O)COc2ccc(-n3cnnn3)cc2)cc1	3
Cc1nn(-c2ccc(Cl)cc2)c(Cl)c1/C=N/NC(=O)c1ccc(NS(=O)(=O)c2cccs2)cc1	17
O=C(CSc1nc2c(cnn2-c2ccc(F)cc2)c(=O)[nH]1)N1CCCc2ccccc21	2
O=C(c1cc(-c2ccco2)nc2ccccc12)N(Cc1nnc(-c2ccc(Cl)cc2)o1)C1CC1	4
O=C(N/N=C/c1cc2ccccc2nc1Cl)/C(=C/c1cccs1)NC(=O)c1ccccc1	5
Cc1ccccc1N1CC(C(=O)Nc2nnc(SCc3ccccn3)s2)CC1=O (stereo unspecified)	0
O=C(Nc1nc2ccccc2s1)C1CCN(S(=O)(=O)c2cc([N+](=O)[O-])ccc2Cl)CC1	20
CCOC(=O)c1c(-c2ccco2)csc1NC(=O)COC(=O)c1cnc(C)cn1	3

Assay outcomes: PubChem, The Scripps Research Institute Molecular Screening Center
